Source: PubChem (several laboratories)
Cl transport mod: modulators of human KCC2 chloride dependent transport; AID 1456; Q9H2X9; B-score of Tl+ flux slope (higher = more flux/activation; lower = inhibition) at 10 µM; KCC2 cells, thallium flux FluoZin-2 fluorescence; 190,000 tested, 2.2% active;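 active = thallium flux slope and its plate-corrected score both differing from the plate sample mean at a set confidence after two filtering rounds, in either direction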;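 also: slope of fluorescence scaled to starting intensity during 10 to 20 s after thallium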
hK5 inh: kallikrein 5 (human) inhibition; inhibition, % at 5 µM; recombinant hK5, fluorogenic AMC substrate cleavage; 210,000 tested, 0.59% active; AID 873;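 active = inhibition of 40% or more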;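 also: 0% = enzyme controls without compound and 100% = no-enzyme blanks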
Target sequence (Q9Y337 67-293 limits assumed): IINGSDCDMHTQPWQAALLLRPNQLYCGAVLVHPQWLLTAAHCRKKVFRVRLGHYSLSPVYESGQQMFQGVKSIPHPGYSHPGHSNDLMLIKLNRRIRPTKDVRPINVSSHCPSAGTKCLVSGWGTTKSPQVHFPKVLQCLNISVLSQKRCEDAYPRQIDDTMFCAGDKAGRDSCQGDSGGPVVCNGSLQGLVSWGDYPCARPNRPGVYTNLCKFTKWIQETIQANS
eIF4E 4G PPI: eIF4E/eIF4G interaction inhibition in translation initiation | P63073+Q04637 | TR-FRET eIF4E-eIF4GI(517-606) binding, 2 h | inhibition, % at 21.7 µM | 220,000 tested, 0.37% active | AID 782;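 also: 0% = full FRET control wells and 100% = background wells lacking eIF4GI fragment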
Rad51 HR inh: blocks human Rad51 in homologous recombination. 200,000 tested, 0.085% active. hRad51 DNA strand exchange, fluorescence dequenching. Q06609. inhibition, % at 10 µM;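 active = inhibition above 40% at the single screening dose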;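 also: 0% = DMSO control wells and 100% = blanks with heterologous ssDNA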
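Read-out basis: percent inhibition relative to plate controls and blanks / Assay system: human Rad51 nucleoprotein filaments preassembled on unlabelled ssDNA / Timing: filaments 15 min 37 °C, then compound 30 min / Control set: per-plate controls and blanks / Technique: fluorescence dequenching at 485/520 nm / Compound: 10 µM final, single point / Also added: Fluorescein- and BHQ1-tagged 47-mer duplex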
Furin inh: inhibitors of human furin; purified furin, fluorogenic substrate cleavage; 220,000 tested, 0.061% active; inhibition, % at 30 µM; in the data active = inhibition above about 25%; also: inactives centre near -15
14-3-3 Bad PPI: disrupts binding of bovine 14-3-3 zeta to phospho-Bad peptide; P63103; TR-FRET 14-3-3zeta/Dy647-pBad peptide displacement, 1 h; inhibition, % at 21.7 µM; 220,000 tested, 0.71% active;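 active = inhibition above about 70%, limit read from the data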;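 also: 0% = full 14-3-3 plus peptide FRET controls and 100% = background without 14-3-3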
Target sequence (P63103 whole entry, looked up): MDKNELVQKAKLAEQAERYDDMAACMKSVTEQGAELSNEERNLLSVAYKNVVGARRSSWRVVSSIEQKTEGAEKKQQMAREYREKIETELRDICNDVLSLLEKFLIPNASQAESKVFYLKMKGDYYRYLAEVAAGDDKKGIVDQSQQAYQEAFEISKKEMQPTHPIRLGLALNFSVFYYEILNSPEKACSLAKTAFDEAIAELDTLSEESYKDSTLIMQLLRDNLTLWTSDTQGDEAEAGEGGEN
EBV gp42 block: blocks Epstein-Barr virus glycoprotein 42 binding | Fluorescence polarization binding assay, mP read-out | inhibition, % (tested at 21.74 µM) | 220,000 tested, 0.42% active; in the data active = inhibition above about 50%
p47phox inh: blocks human p47phox regulatory protein of NADPH oxidases; inhibition, % at 24.7 µM; P14598; 220,000 tested, 0.53% active; AID 1274; p47phox/p22phox peptide binding, fluorescence polarization, 2 h;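 also: 0% = p47phox with labelled peptide and 100% = labelled peptide alone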
Target sequence (P14598 whole entry, looked up): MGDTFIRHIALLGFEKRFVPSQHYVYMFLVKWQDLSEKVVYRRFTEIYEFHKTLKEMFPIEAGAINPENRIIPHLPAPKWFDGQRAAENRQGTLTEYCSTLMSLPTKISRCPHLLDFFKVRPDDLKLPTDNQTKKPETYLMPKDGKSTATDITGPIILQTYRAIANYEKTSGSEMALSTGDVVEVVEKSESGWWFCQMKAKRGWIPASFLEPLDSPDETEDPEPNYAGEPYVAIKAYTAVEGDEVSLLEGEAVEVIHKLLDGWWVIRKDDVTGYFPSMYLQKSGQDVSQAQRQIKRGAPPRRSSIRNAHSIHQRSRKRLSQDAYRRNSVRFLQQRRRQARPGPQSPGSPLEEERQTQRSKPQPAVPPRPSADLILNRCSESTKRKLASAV
thrombin 1536: blocks human thrombin protease activity | alpha-thrombin, Boc-VPR-AMC fluorogenic substrate cleavage | inhibition, % at 5 µM | 220,000 tested, 0.26% active | AID 1046;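 active = inhibition at or above 40%; inactive = inhibition below 40%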;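 also: 0% = enzyme with no compound and 100% = wells without enzyme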
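System – human alpha-thrombin protein · Reagent – Boc-VPR-AMC substrate, 15 µM final · Compound – 5 µM single dose in 0.2% DMSO · Schedule – reaction at room temperature · Technique – AMC fluorescence at 355 nm excitation and 460 nm emission · Read-out basis – % inhibition relative to enzyme controls and enzyme-free blanks · Control set – no-compound enzyme wells and no-enzyme blanks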
An asterisk follows results filed as active; nt = not tested or not shown; [ ] = remark or other dose.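 The calls were made as follows, unless noted: active = inhibition above about 30% (limit read from the data); inactive = the rest.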

Cl transport mod	hK5 inh	eIF4E 4G PPI	Rad51 HR inh	Furin inh	14-3-3 Bad PPI	EBV gp42 block	p47phox inh	thrombin 1536	mol
0.64	-5	3	-4	-20	-24	-7	-9	-6	COc1ccc(-n2cc(CNCCc3ncc(C)[nH]3)c(-c3ccccc3Cl)n2)cc1
0.56	4	8	nt	-24[20 µM]	-4	-6	-12	-4	O=c1c2ccccc2nc2n1C(CSc1ccc(F)cc1)CN2 (stereo not drawn)
-0.23	-20	0	-1	-13	-22	-19	-2	-5	C=CCOC(=O)C1=C(C)NC(=S)NC1c1cccs1 (stereo not drawn)
-0.034	13	3	2	-16[20 µM]	-3	-17	-14	-1	COc1ccc(-c2ccc(S(=O)(=O)N3CCOCC3)cc2)cc1
0.31	2	-2	10	-14	-2	-3	-10	-2	N#Cc1c(N)n(-c2ccccc2N)c2nc3ccccc3nc12
0.64	-2	7	0	-19	-3	-19	-4	-4	CC(C)N(C(=O)Cn1cnc2cc([N+](=O)[O-])ccc2c1=O)C(C)C
-0.79	-4	-1	-16	-11	-4	6	1	2	Cc1ccc(N(C(=O)c2ccn[nH]2)C(C(=O)NC2CCCC2)c2cccs2)cc1 (stereo not drawn)
0.58	-6	-5[fluorescence artefact?]	5	-19	-4	-16	-29	-2	COc1ccc(/C=C/C(=O)OCC(=O)N2CC(=O)Nc3ccccc32)cc1
0.15	1	-1	7	-34	-3	-3	-5	-4	CC1(C)CC(=O)C2(CC3=C(CC(C)(C)CC3=O)O2)C(=O)C1
0.62	2	1	16	-19	-7	7	-2	0	O=C(OCc1nnc(-c2ccc(Cl)cc2)o1)c1ccc(O)cc1
1.7	-12	10	-7	-13	16	-10	-5	-6	COc1cc(/C=C/C(=O)Nc2ccc(N3CCCCC3)c(S(=O)(=O)Nc3ccccc3Cl)c2)cc(OC)c1OC
0.47	3	-1	-3	-23	-7	-17	-2	11	COC(CNC(=O)CC1C(=O)N(Cc2ccccc2)C(C)c2nc3ccccc3n21)OC (stereo not drawn)
0.092	2	0	10	-24	-2	6	-21	-3	Clc1cccc(Nc2nc(-c3cccnc3)cs2)c1
0.51	-6	0	0	-19	1	-3	-2	1	COc1cccc(OCC(O)CO)c1 (stereo not drawn)
-0.7	-7	1	-1	-11	2	-17	-9	-4	O=C(Nc1ccccc1C(=O)N1CCCCCC1)c1ccccc1
-0.017	-18	-4	-1	-8	-1	6	-12	-4	C/C(=N\Nc1nc2ccccc2s1)c1ccc2c(c1)OCO2
-0.59	-1	0	-9	-3	22	-16	12	-2	CCN(CC)C(=O)C1CCCN(Cc2cccc(Oc3ccccc3)c2)C1 (stereo not drawn)
-1	-4	1	0	-21	-7	-10	-9	-3	Cc1[nH]nc(SCC(=O)NCCc2ccccc2)c1[N+](=O)[O-]
0.44	-6	-11	0	-7[20 µM]	-12	2	-5	3	O=C(NCc1ccco1)C(c1ccccc1)N(C(=O)Cc1cccs1)c1ccccc1F (stereo not drawn)
1.6	-3	-21	-5	-12[20 µM]	4	-9	-22	2	Cc1cc(NC(=O)c2ccc3c(c2)C(=O)N(C)C3=O)no1
0.22	-1	1	5	-24	-8	-4	-12	-2	O=C1CN(C(=O)Cn2ncc(Cl)c(Cl)c2=O)c2ccccc2N1
-0.36	-6	0	-4	-9	-12	-2	1	-3	CN1CCc2c(n(CC(O)CNCc3ccccc3)c3ccccc23)C1=O (stereo not drawn)
-0.084	2	-1	16	-20	-10	-1	-6	-1	Nn1c(SCc2ccc(Br)cc2)nnc1-c1cccnc1
nt	-26	-7	7	-13	7[fluorescence artefact?]	-19	-20	-2	O=C(CCc1nc2ccccc2c(=O)[nH]1)OCC(=O)N1CCN(S(=O)(=O)c2ccccc2)CC1
1.1	24	3	nt	4	37	-7	-6	2	Cc1cc(OCC(=O)Nc2cnn(CCCC(=O)O)c2)ccc1[N+](=O)[O-]

Brought forward from above: six compounds; new compounds follow.
Cl transport mod	hK5 inh	eIF4E 4G PPI	Rad51 HR inh	Furin inh	14-3-3 Bad PPI	EBV gp42 block	p47phox inh	thrombin 1536	mol
1.6	-3	-21	-5	-12[20 µM]	4	-9	-22	2	Cc1cc(NC(=O)c2ccc3c(c2)C(=O)N(C)C3=O)no1
0.22	-1	1	5	-24	-8	-4	-12	-2	O=C1CN(C(=O)Cn2ncc(Cl)c(Cl)c2=O)c2ccccc2N1
-0.36	-6	0	-4	-9	-12	-2	1	-3	CN1CCc2c(n(CC(O)CNCc3ccccc3)c3ccccc23)C1=O (stereo not drawn)
-0.084	2	-1	16	-20	-10	-1	-6	-1	Nn1c(SCc2ccc(Br)cc2)nnc1-c1cccnc1
nt	-26	-7	7	-13	7[fluorescence artefact?]	-19	-20	-2	O=C(CCc1nc2ccccc2c(=O)[nH]1)OCC(=O)N1CCN(S(=O)(=O)c2ccccc2)CC1
1.1	24	3	nt	4	37	-7	-6	2	Cc1cc(OCC(=O)Nc2cnn(CCCC(=O)O)c2)ccc1[N+](=O)[O-]
0.081	-5	0	7	-24[20 µM]	-2	-6	-8	1	Cc1ccccc1C(=O)Nc1cccc(NC(=O)Cn2cnc3c(=O)n(C)c(=O)n(C)c32)c1
0.15	18	1	nt	-22	-1	-18	0	2	CSc1ccccc1NC(=O)Cc1ccccc1[N+](=O)[O-]
nt	-8	1	-2	-11	0	-26	-10	-4	Cc1ccnc(NC(=O)CCC(=O)N(CC(=O)NC2CCCCC2)CC2CCCO2)c1 (stereo not drawn)
-0.37	-2	2	nt	-2[20 µM]	11	-14	-4	3	CN(CC(=O)NC1CCCCC1)S(=O)(=O)c1ccc(Br)s1
-0.2	6	3	15	-3	23	-23	-13	4	CCOc1cc(N2CCOCC2)c(OCC)cc1NCC(=O)N1CCN(Cc2ccccc2)CC1
-3	-1	-1	9	-10	-2	-11	-7	1	O=C(NC1CCc2ccccc21)c1cc(COc2c(F)cccc2F)on1 (stereo not drawn)
0.056	20	-1	2	-14[20 µM]	-4	-4	-5	14	CC(C(=O)N1CCOCC1)(c1ccccc1)c1ccccc1
0.62	nt	0	nt	-31	-5	-8	-10	-1	COc1ccc2nc(NC(=O)C3CCCO3)sc2c1 (stereo not drawn)
-1.2	-19	3	nt	-9	-5	2	0	-3	CCC(CC)c1nc(C#N)c(NC(C)c2ccccc2)o1 (stereo not drawn)
-0.3	-9	-4	15	-15	-1	-8	1	-10	Cc1ccc(Cl)cc1NC(=O)CCC(=O)O
-0.93	-23	13	0	-25	34	-11	3	-8	CCCCOC(=O)Nc1nnc(-c2ccccc2OC)s1
0.96	7	-22	4	-11[20 µM]	-2	-11	-7	5	O=C(N/N=C/c1ccc(OC(=O)c2ccccc2)cc1)c1ccc(CN2CCOCC2)cc1
1.2	2	4	6	-8[20 µM]	2	-13	-6	6	O=C(CN1CCC(C(O)(c2ccccc2)c2ccccc2)CC1)Nc1ccccc1
-1.1	-28	-4	-12	-1	3	-1	4	-4	Cc1cccc(C)c1-n1c(C)nn(CCOc2ccccc2)c1=O
-0.25	-4	-6	-10	-13	2	-2	-20	-6	COc1ccc(C2CC(c3ccc(Br)cc3)=NN2C(=O)CN2CCCC2)cc1 (stereo not drawn)
-0.016	-6	0	-2	-25	11	-20	-5	-6	c1ccc(Cc2nnc3sc(-c4ccco4)nn23)cc1
-0.48	-2	2	5	-11	-1	-6	-9	-5	O=C(NCc1ccccc1Cl)NCc1ccccc1Cl
-0.13	-13	3	13	-13	-13	8	-3	-11	O=C(CNC(=O)C(c1ccccc1)c1ccccc1)N/N=C/c1ccc(O)c([N+](=O)[O-])c1
nt	8	-1	nt	-23	-4	-1	-3	-4	CCOc1cc(S(=O)(=O)NCc2cccnc2)c(C)cc1C
nt	-4	17	nt	-13[20 µM]	4	-20	-7	3	CCn1c2ccccc2c2cc(/C=N/n3c(C)nnc3C)ccc21
0.2	-5	1	nt	-14	2	-9	-5	3	CCOC(=O)NC(=O)/C(C=Nc1ccc(Cl)c(Cl)c1Cl)=C(\C)O
0.57	3	4	0	-14	38	-43	1	-9	CCOC(=O)N1CCN(CC(=O)Nc2cc(OCC)ccc2OCC)CC1
1.1	1	-1	-10	-22	-8	-4	-11	2	Fc1ccc(C2=NNC(=NCc3ccccc3)SC2)cc1F
0.24	5	-1	0	-16	-4	-5	3	-6	O=C(NC1CCCCC1)C(c1ccccn1)N(C(=O)c1csnn1)C1CCCCC1 (stereo not drawn)
-1.9	-5	1	-2	-17	-5	-11	-13	-7	O=C(NC(NC(=S)N1CCOCC1)C(Cl)(Cl)Cl)c1ccc(Cl)cc1 (stereo not drawn)

A run of entries from the list above, as a working copy:
Cl transport mod	hK5 inh	eIF4E 4G PPI	Rad51 HR inh	Furin inh	14-3-3 Bad PPI	EBV gp42 block	p47phox inh	thrombin 1536	mol
nt	-8	1	-2	-11	0	-26	-10	-4	Cc1ccnc(NC(=O)CCC(=O)N(CC(=O)NC2CCCCC2)CC2CCCO2)c1 (stereo not drawn)
-0.37	-2	2	nt	-2[20 µM]	11	-14	-4	3	CN(CC(=O)NC1CCCCC1)S(=O)(=O)c1ccc(Br)s1
-0.2	6	3	15	-3	23	-23	-13	4	CCOc1cc(N2CCOCC2)c(OCC)cc1NCC(=O)N1CCN(Cc2ccccc2)CC1

Further results
Cl transport mod	hK5 inh	eIF4E 4G PPI	Rad51 HR inh	Furin inh	14-3-3 Bad PPI	EBV gp42 block	p47phox inh	thrombin 1536	mol
-0.34	0	-13[fluorescence artefact?]	2	2[20 µM]	-4	-10	-21	-9	O=[N+]([O-])c1ccccc1N/N=C\c1ccccc1Cl
0.076	0	1	1	-17	-4	-42	-5	2	CSc1nnc(-c2cccc(NC(=O)c3ccccc3)c2)n1C
-0.59	-8	2	-7	-13	-6	-14	-12	-21	O=C(COC(=O)c1cncc(Br)c1)Nc1ccc2c(c1)OCO2
-0.28	-6	0	8	-13	0	-15	0	1	CC(C)(C)OC(=O)N1CCC[C@H]1C(=O)N/N=C/c1cccc2cccnc12
1.2	-3	2	4	-11	2	-1	-9	-4	c1ccc(-c2nnc(-c3ccccn3)c(-c3ccccn3)n2)nc1
1.7	-1	1	-70	-8	72*	-15	0	3	Cc1nc(-c2ccccc2)cn(O)c1=O
1.6	23	0[fluorescence artefact?]	-10	-16[20 µM]	45	-20	-1	-8	Cc1ccc(-n2c3c(c(=O)[nH]c2=O)C(C(F)(F)F)(C(F)(F)F)NC(=O)N3)cc1
-0.041	6	0	1	-1	-3	-1	6	-5	Cc1cccc(NC(=S)N2CCC(N(C)CC3CCCO3)CC2)c1 (stereo not drawn)
2.3	-4	1	-5	-8[20 µM]	1	-12	-26	-8	COc1ccc(CNC(=O)c2cc(-c3ccc(OC)c(OC)c3)on2)cc1
-0.29	21	-2	-9	-16	57	3	-3	-3	COc1ccc(OC)c(C(c2nnnn2Cc2ccccc2)N2CCN(C)CC2)c1 (stereo not drawn)
-0.035	-14	7	4	-19[20 µM]	4	-23	3	0	Cn1c(SCC(=O)NCc2ccco2)nnc1-c1cccs1
nt	-20	-7	3	-14	1	-16	-16	-7	COC(=O)c1ccc(/C=N/n2cnnc2)cc1
0.29	6	4	-2	-28	-2	-12	-1	-11	O=C(O)c1cccc([N+](=O)[O-])c1C(=O)Nc1nc2ccccc2s1
-0.34	-18	5	-2	-28[20 µM]	1[fluorescence artefact?]	-17	-28	0	CCCC(=O)Nc1ccc2oc(-c3cccnc3)nc2c1
nt	5	3	6	-25	1	-19	-15	-1	O=C(c1ccco1)N1CCC(c2ccccc2)C1 (stereo not drawn)
